# Compound activity (PubChem)
# SW480 rerep – inducers of DNA re-replication in SW480 colon cancer cells. 1.8% of 340,000 active. Potency, µM (doses to about 46.1 µM), inactives show at the highest dose re-replication activation, usual class: activators. SW480 DNA re-replication, Hoechst DNA content imaging, 48 h. AID 624297; also: potency is read from the fitted curve at half-maximal effect; % of control where 0% means no effect; nearly all actives have a fitted effect of over 55% in size
#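 Image-based read-out: total Hoechst fluorescence of nuclei (405 nm excitation, 500-530 nm emission), with hits raising the fraction of high-intensity nuclei. SW480 colon cells incubated 48 hr with compounds at 37 C.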
# ATXN2 expr inh – reduces ATXN2 reporter expression in HEK-293 cells | HEK-293 ATXN2-luciferase reporter, luminescence, 24 h | Potency, µM (doses to about 57 µM), without a hit: at the top dose activity change, negative = inhibition, usual class: inhibitors | 0.72% of 360,000 active | AID 1745845; also: potency is read from the fitted curve at half-maximal effect; % is scaled to controls: 0 for no effect and ±100 for the full control effect; nearly all actives have a fitted effect of over 55% in size
#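 ATXN2-luciferase reporter cells (luciferase flanked by upstream and downstream ATXN2 gene portions) were treated 24 h at 37 °C with compounds at up to 57 uM. SteadyGlo luminescence gave expression; GF-AFC fluorescence gave viability.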
# MCF10A rereplic – DNA re-replication induction in MCF 10a cells. MCF 10A DNA re-replication, Hoechst nuclear intensity, 48 h. Potency, µM (series often up to 46.1 µM), for the others: top-dose activity, positive = re-replication, hits mostly activators. 2.9% of 350,000 active. AID 624296; also: potency is read from the fitted curve at half-maximal effect; % of control where 0% means no effect; nearly all actives have a fitted effect of over 50% in size
# HT1080NT lethal – kills 2HG-producing HT-1080-NT fibrosarcoma cells | HT-1080-NT fibrosarcoma viability, CellTiter-Glo ATP luminescence, 48 h | Potency, µM (series often up to 46.1 µM), without a hit: top-dose activity, negative = less viability, hits mostly cytotoxic | 1.6% of 360,000 active;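 also: NT is the 2HG producing partner of a matched IDH1 knockdown line; potency is read from the fitted curve at half-maximal effect; 0% = DMSO-treated cells and -100% = media-only wells without cells; nearly all actives have a fitted effect of over 55% in size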
#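 HT-1080-NT; 750 cells/well; 5% FBS RPMI; 48 h compound, 37 degrees C; CellTiter-Glo luminescence; curve fitting and curve-class assignment.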
# IL1B secr inh – inhibitors of inflammasome signaling (IL-1 beta secretion); 4.7% of 360,000 active; activity change, % at 57.5 µM; THP-1 LPS/ATP IL-1B secretion, AlphaLISA, 16 h; active compounds read low; in the data active = activity change below about -50%; inconclusive = mostly about -30% to -49%; also: % is scaled to controls: 0 for no effect and ±100 for the full control effect
#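 Secreted IL-1B measured by AlphaLISA bead assay after 16 h compound exposure of THP-1 cells; compounds (final up to 57.5 uM) added 1 h before LPS (250 ng/mL) and ATP (1.25 mM) stimulation; lower signal means less secretion.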
# KB-3-1 tox – kills parental KB-3-1 adenocarcinoma cells | KB-3-1 viability, CellTiter-Glo ATP luminescence, 72 h | 1.4% of 400,000 active | Potency, µM (highest dose often 46.1 µM), inactives show top-dose activity change, negative = cytotoxic, usual class: cytotoxic; also: potency is read from the fitted curve at half-maximal effect; % is scaled to controls: 0 for no effect and ±100 for the full control effect; nearly all actives have a fitted effect of over 60% in size
#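 Multi-concentration cytotoxicity screen in KB-3-1 cells grown in DMEM lacking phenol red with 10% FBS. After 72 h at 37 °C with compound, ATP-dependent luminescence was recorded.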
# HepG2 tox – counter-screen for TGF-b inhibitors: cytotoxicity in HepG2 cells; HepG2 CAGA-GFP viability, ATP luminescence, 18 h; Potency, µM (doses to about 46.1 µM), for the others: top-dose activity change, negative = cytotoxicity, usual class: cytotoxic; 0.76% of 410,000 active; also: potency is read from the fitted curve at half-maximal effect; some results filed as inactive show a strong effect at the top dose
#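 CellTiter-Glo luminescence gave cytotoxicity after 18 hours at 37 degrees C. The cells were HepG2 CAGA-GFP in 1% FBS DMEM, stimulated with 500 pg/mL TGF-beta after compound addition. %Activity was normalised to no-cell wells (complete cell-killing) and DMSO (no toxicity), and curves were fitted and classified.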
# S2 tox – reduces viability in counter-screen for ATXN expression inhibitors; S2 cells (HEK-293 line with an ATXN2-luciferase reporter) viability, CellTiter-Fluor protease fluorescence, 24 h; Potency, µM (top dose mostly 56.7 µM), actives largely listed as cytotoxic; 0.49% of 400,000 active; also: potency is read from the fitted curve at half-maximal effect; nearly all actives have a fitted effect of over 40% in size
# HT1080 IDH1KD tx – HT-1080 IDH1 knockdown cell toxicity (counter line); HT-1080 IDH1 knockdown viability, ATP luminescence, 48 h; Potency, µM (series often up to 46.1 µM), for inactives: top-dose activity, negative = toxicity, usual class: cytotoxic; 2% of 360,000 active;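 also: potency is read from the fitted curve at half-maximal effect; 0% = DMSO wells and -100% = cell-free medium wells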
#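 Assay cells: HT-1080 with IDH1 knockdown, 750 per well, RPMI/5% FBS. Exposure: 48 h at 37 °C following 2 h pre-incubation. Read: CellTiter-Glo luminescence; fitted concentration-response, curve class assigned.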
# The depositor's hits bear a star; i = inactive; ? = inconclusive; . = no result given; [ ] = remark or other dose. Unless noted, calls follow the shape of the dose curve; as a rule, active = well fitted curve in the direction sought with a large enough effect; inconclusive = small, poorly fitted or top-dose-only effect, or another doubt; inactive = no such curve, though single readings can be large; an effect the other way counts as inactive or inconclusive.
SMILES	SW480 rerep	ATXN2 expr inh	MCF10A rereplic	HT1080NT lethal	IL1B secr inh	KB-3-1 tox	HepG2 tox	S2 tox	HT1080 IDH1KD tx
COc1cccc(-n2c(C)nn(C)c2=O)c1	-9%	4%	-3%	0%	-3	5%	-18%	i	1%
COc1ccc(/C=N\NC(=O)CC(=O)Nc2cccc(Cl)c2)cc1OC	?	-12%[11.3 µM]	1%	-4%	20	0%	2%	i	-3%
CCCN1CCN(C(=O)CS(=O)(=O)Cc2nc(-c3cccc(OC)c3)oc2C)CC1	6%	-14%	-2%	1%	-10	-7%	-2%	i	-4%
Cc1ccc(C(C)C)c(OCc2nnc(SCC(=O)Nc3ncc(C)s3)n2C)c1	-2%	?	0%	-2%	13	-2%	-14%	i	5%[9.24 µM]
COC(=O)c1ccc(CNC(=O)c2cc(S(=O)(=O)NCc3ccccc3)ccc2C)cc1	.	.	.	-13%	25	-1%	-22%	i	-23%
Cc1ccc(C(C(=O)NC2CCCC2)N(Cc2ccccc2)C(=O)c2csnn2)o1 (stereo not given)	0%	0%	13%	-7%	-10	-13%	-80%	i	16%
S=c1[nH]nc(-c2ccco2)n1/N=C/c1ccccc1Cl	-2%	7%	2%	14%	25	2%	-3%	i	12%
CC(C(=O)Nc1cc(C(F)(F)F)ccc1N1CCOCC1)N1C(=O)C2CCCCC2C1=O (stereo not given)	-3%	3%	-1%	7%	1	15%	0%	i	5%
Cc1cc(C(=O)OCC(=O)N2c3ccccc3CC2C)c(C)o1 (stereo not given)	1%	17%	0%	6%	-11	13%	-5%	i	1%
COc1ccc(Cc2noc(CN(C)CC(O)c3ccccc3)n2)cc1OC (stereo not given)	-6%	-5%	-4%	1%	7	0%	-16%	i	-5%
Cc1ccc(C2=NN(C(=O)CCl)C(c3ccco3)C2)o1 (stereo not given)	?	?	21µM*	6.5µM*	-94*	?	-80%	?	7.3µM*
O=C(CN1C(=O)/C(=C/c2ccco2)SC1=S)Nc1ccc(C(=O)O)c(O)c1	2%	.	?	0%	11	-2%	4%	?	-1%
O=[N+]([O-])c1ccc(Sc2nccn2Cc2ccccc2)cc1	2%	2%	15%	3%	-21	2%	-2%	i	0%
COc1ccc(C(C#N)N2CCC(c3ccccc3)=N2)cc1 (stereo not given)	23%	24%	?	20%	-90*	-7%	8%	i	18%
COC(=O)c1ccc(S(=O)(=O)c2ccccc2)c(N)c1	1%	-7%	2%	-10%	-3	6%	-5%	i	-3%
Cc1cc(C)nc(NCC(O)COc2ccccc2C)n1 (stereo not given)	-4%	0%	14%	9%	12	8%	4%	i	14%
CCn1c(-c2ccc(N)cc2)nc2ccccc21	1%	26%	12%	1%	-2	?	-40%	i	2%
CCOc1ccc(-c2cc(CCCC(=O)Nc3cccc(OC)c3)no2)cc1	?	8.9µM*	?	?	35	?	-27%	i	18µM*
COc1ccc(CC(=O)Nc2ccccc2NC(=O)c2ccco2)cc1OC	-2%	2%	?	23%	13	-5%	7%	i	14%
CC(Sc1nc(N)cc(=O)[nH]1)C(=O)Nc1cccc(Cl)c1 (stereo not given)	-18%	-6%	2%	8%	0	-1%	9%	i	7%

# Given with values under each structure: part of the list above.
# Under each structure: SW480 rerep, ATXN2 expr inh, MCF10A rereplic, HT1080NT lethal, IL1B secr inh, KB-3-1 tox, HepG2 tox, S2 tox, HT1080 IDH1KD tx
- COc1cccc(-n2c(C)nn(C)c2=O)c1
→ -9%, 4%, -3%, 0%, -3, 5%, -18%, i, 1%
- COc1ccc(/C=N\NC(=O)CC(=O)Nc2cccc(Cl)c2)cc1OC
→ ?, -12%[11.3 µM], 1%, -4%, 20, 0%, 2%, i, -3%
- CCCN1CCN(C(=O)CS(=O)(=O)Cc2nc(-c3cccc(OC)c3)oc2C)CC1
→ 6%, -14%, -2%, 1%, -10, -7%, -2%, i, -4%
- Cc1ccc(C(C)C)c(OCc2nnc(SCC(=O)Nc3ncc(C)s3)n2C)c1
→ -2%, ?, 0%, -2%, 13, -2%, -14%, i, 5%[9.24 µM]
- COC(=O)c1ccc(CNC(=O)c2cc(S(=O)(=O)NCc3ccccc3)ccc2C)cc1
→ ., ., ., -13%, 25, -1%, -22%, i, -23%
- Cc1ccc(C(C(=O)NC2CCCC2)N(Cc2ccccc2)C(=O)c2csnn2)o1 (stereo not given)
→ 0%, 0%, 13%, -7%, -10, -13%, -80%, i, 16%
- S=c1[nH]nc(-c2ccco2)n1/N=C/c1ccccc1Cl
→ -2%, 7%, 2%, 14%, 25, 2%, -3%, i, 12%
- CC(C(=O)Nc1cc(C(F)(F)F)ccc1N1CCOCC1)N1C(=O)C2CCCCC2C1=O (stereo not given)
→ -3%, 3%, -1%, 7%, 1, 15%, 0%, i, 5%
- Cc1cc(C(=O)OCC(=O)N2c3ccccc3CC2C)c(C)o1 (stereo not given)
→ 1%, 17%, 0%, 6%, -11, 13%, -5%, i, 1%
- COc1ccc(Cc2noc(CN(C)CC(O)c3ccccc3)n2)cc1OC (stereo not given)
→ -6%, -5%, -4%, 1%, 7, 0%, -16%, i, -5%
- Cc1ccc(C2=NN(C(=O)CCl)C(c3ccco3)C2)o1 (stereo not given)
→ ?, ?, 21µM*, 6.5µM*, -94*, ?, -80%, ?, 7.3µM*
- O=C(CN1C(=O)/C(=C/c2ccco2)SC1=S)Nc1ccc(C(=O)O)c(O)c1
→ 2%, ., ?, 0%, 11, -2%, 4%, ?, -1%
- O=[N+]([O-])c1ccc(Sc2nccn2Cc2ccccc2)cc1
→ 2%, 2%, 15%, 3%, -21, 2%, -2%, i, 0%
- COc1ccc(C(C#N)N2CCC(c3ccccc3)=N2)cc1 (stereo not given)
→ 23%, 24%, ?, 20%, -90*, -7%, 8%, i, 18%

# Next section:
SMILES	SW480 rerep	ATXN2 expr inh	MCF10A rereplic	HT1080NT lethal	IL1B secr inh	KB-3-1 tox	HepG2 tox	S2 tox	HT1080 IDH1KD tx
COc1ccccc1NC(=O)CCCN1C(=O)C(c2ccccc2)Oc2cccnc21 (stereo not given)	-3%	.	-1%	4%	0	1%	-6%	i	2%
Cc1cc(C(=O)NN)n[nH]1	-6%	24%	1%	0%	28	1%	-21%	i	5%
Cc1ccc(S(=O)(=O)NN2C(=O)c3ccccc3NC2c2ccccc2O)cc1 (stereo not given)	-11%	0%	0%	11%	-10	3%	-12%	i	7%
CCc1nc2ccc(C(=O)NCCN3CCNC3=O)cn2c1N(CC)Cc1cccc(Br)c1	.	-3%	.	3%	-4	0%	-22%	i	-9%
O=C(Nc1ccc2c(c1)OCO2)c1cc2ncc(Br)cn2n1	2%	18%	-1%	7%	-7	-4%	2%	?	3%
Cc1ccc(S(=O)(=O)c2cc3c(=O)n4ccccc4nc3n(C)c2=N)cc1C	-7%	.	4.1µM*	2%	35	0%	-14%	i	-1%
Cc1sc2nc(SCC(=O)NCCCO)n(-c3ccccc3)c(=O)c2c1C	-10%	-21%	-1%	1%	-10	23%	1%	?	-2%
CC(C)Sc1nc2ncnc(N)c2[nH]1	-3%	-4%	22%	-7%	2	1%	2%	.	-4%
CSc1ccccc1N1CCN(C(=O)Nc2ccc3c(c2)NC(=O)CO3)CC1	-4%	-3%	11%	-1%	31	0%	-13%	i	0%
O=C(CN1CC(c2ccccc2)CC1=O)N/N=C/c1cc(Br)ccc1O (stereo not given)	19%	14µM*	?	?	71	?	2%	i	?
c1ccc(-n2ncc3c(N4CCCCC4)ncnc32)cc1	-14%	13µM*	8%	-2%	-5	2%	-26%	i	-6%
CCC(C)(C)NC(=O)C(c1ccccc1Cl)N(C(=O)CCC(=O)Nc1cc(C)on1)C(C)(C)C (stereo not given)	-1%	-20%	12%	-15%	-23	-20%	-30%	i	-4%
CC(=O)/C(N=Nc1nc2c([nH]1)c(=O)n(C)c(=O)n2C)=C(\C)O	-4%	0%	0%	18%	-18	7%	6%	i	14%
Cc1ccc(-n2ncc3c(=O)n(CC(=O)N4CCCc5ccccc54)cnc32)cc1C	-6%	-11%	?	-1%	-24	1%	-6%	?	-10%
CS(=O)(=O)c1ccc2c(c1)sc1nc(=O)c(/C=C3/C=CC(=O)C(O)=C3)c(N)n12	?	15%	?	-5%	43	-1%	0%	i	-2%
CCCCCOC(=O)Cc1c(C)nc(-c2ccccc2)[nH]c1=O	1%	-2%	1%	9%	3	-7%	-20%	i	10%
COC(=O)c1sccc1S(=O)(=O)N(CC(=O)Nc1ccccc1F)c1ccccc1	.	12%	.	.	.	8%	-18%	i	.
C=CCN(c1ccccc1)S(=O)(=O)c1cccc(C(=O)Nc2cc(C)ccn2)c1	?	125%[activator]	19%	-21%	-14	?	-16%	i	?
COc1ccc(S(=O)(=O)N2CCOCC2)cc1NC(=O)CN1C(=O)NC(C)(C2CC2)C1=O (stereo not given)	-9%	-12%	-6%	-1%	16	-5%	14%	i	6%
Cn1nnnc1Sc1ncnc2scc(-c3cccc(C(F)(F)F)c3)c12	?	14µM*	3.3µM*	.	.	?	-112%	16µM*	.
CC1=C(CO)C(=O)OC([C@@H](C)C2CC[C@H]3C4C[C@H]5O[C@]56[C@@H](O)C=CC(=O)[C@]6(C)C4CC[C@]23C)C1 (stereo not given in full)	?	3.2µM*	2.3µM*	21µM*	-107*	?	-106%	5.6µM*	18µM*
COc1ccc(OC)c(C(=O)CSc2nnc(-c3cccnc3)n2C)c1	-6%	8%	-8%	19%	0	0%	8%	i	17%
